# High-throughput results from PubChem.
# GSK3 alpha inh: inhibitors of human GSK-3 alpha kinase | AID 2650 | hit rate 0.1% among 320,000 | P49840 | inhibition, % at 10 µM | ADP-Glo luminescence, 60 min;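 in the data active = inhibition above about 50%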;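 note: GST-tagged GSK-3 alpha with peptide substrate and 25 µM ATP; 0% = DMSO neutral wells and 100% = GW8510 positive control wells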
# aSyn UTR inh: 5' untranslated region of α-synuclein, MLPCN primary screen; alpha-synuclein 5'UTR reporter, inhibitor activity; inhibition, % (tested at 7.5 µM); hit rate 0.82% among 300,000; in the data active = inhibition above about 60%;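 note: H4 neuroglioblastoma cells stably carrying SNCA 5'UTR luciferase fusion; 0% = DMSO wells and 100% = positive control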
# IEC-6 tox: IEC-6 cytotoxicity, counter-screen for KLF5 inhibitors. luminescence viability. inhibition, % at 5 µM. hit rate 0.78% among 290,000. AID 1825; in the data active = inhibition above about 22%;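 note: 0% = plate median of test compound wells and 100% = cytotoxic reference compound wells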
# PolyA inh: inhibitors of polyadenylation in S. cerevisiae. AID 1875. hit rate 0.02% among 300,000. calls only at 12 µM. S. cerevisiae SKY197-pL101 polyadenylation reporter, beta-gal luminescence; efflux-impaired pdr1/pdr3 knockout yeast; score 100 = 6 SD above DMSO;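 active = lowest replicate activity score at least 50, where 100 means six control SD above control mean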;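 note: yeast exposed to compound for 9 h at 30 °C; higher score means more reporter readthrough which indicates perturbed polyadenylation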
# HSP90 refold inh: HSP90 refolding inhibition in rabbit reticulocyte lysate | luciferase refolding luminescence, 3 h | hit rate 0.91% among 290,000 | inhibition, % at 5.6 µM;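 active = inhibition above the screen-wide mean plus 3 SD, computed separately per campaign, cut at about 16% in these data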;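 note: 0% = DMSO wells and 100% = 60 µM geldanamycin wells; inhibitors lower the luminescence because luciferase stays unfolded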
# AI-2 QS modul: modulates the Vibrio harveyi AI-2 quorum sensing system; Vibrio harveyi JMH597 AI-2 luminescence/OD600 ratio, 9 h; active compounds read low; strain lacks LuxN and CqsS sensors; 0 = neutral-control median; activity change, % at 7.5 µM; hit rate 0.4% among 300,000; in the data active = activity change below about -75%, passing the limit was not always enough;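 note: luminescence divided by OD600 gain over 9 h not by final OD600 alone; inactives centre near 13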
# KLF5 inh: suppresses KLF5 promoter-driven expression. inhibition, % at 5 µM. DLD-1 KLF5 promoter-luciferase reporter, luminescence. hit rate 0.23% among 290,000;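 active = inhibition above a per-plate limit of that plate's mean compound inhibition plus 3 SD, cut at about 60% in these data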;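 note: 0% = DMSO wells and 100% = LY294002 at 200 µM; higher means less KLF5 promoter-driven luciferase light; inactives centre near -14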
# HSF1 inhib: HSF1 inhibition. NIH3T3-HGL HSE-luciferase, MG132-induced, luminescence 8 h; active compounds read low. activity change, negative = inhibition, % at 7.5 µM (by protocol). hit rate 0.77% among 300,000;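 active = more than half of replicate wells show activity change below -50%, luminescence cut by over half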;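 note: luciferase reports HSF-1 transcriptional activity via heat shock element; 0% = median of DMSO wells and -100% = zero luminescence signal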
# GSK3B inh: human GSK3beta kinase inhibition; activity score (negative = inhibition), % at 10 µM; GST-GSK3beta kinase, ADP-Glo luminescence, 60 min; active compounds read low; hit rate 0.038% among 300,000; AID 2097;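 active = more than half of replicate wells score below -50%, meaning over 50% inhibition versus plate controls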;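 note: 0% = median DMSO wells and -100% = median GW8510 positive control wells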
# Target sequence (P49841 whole entry, looked up): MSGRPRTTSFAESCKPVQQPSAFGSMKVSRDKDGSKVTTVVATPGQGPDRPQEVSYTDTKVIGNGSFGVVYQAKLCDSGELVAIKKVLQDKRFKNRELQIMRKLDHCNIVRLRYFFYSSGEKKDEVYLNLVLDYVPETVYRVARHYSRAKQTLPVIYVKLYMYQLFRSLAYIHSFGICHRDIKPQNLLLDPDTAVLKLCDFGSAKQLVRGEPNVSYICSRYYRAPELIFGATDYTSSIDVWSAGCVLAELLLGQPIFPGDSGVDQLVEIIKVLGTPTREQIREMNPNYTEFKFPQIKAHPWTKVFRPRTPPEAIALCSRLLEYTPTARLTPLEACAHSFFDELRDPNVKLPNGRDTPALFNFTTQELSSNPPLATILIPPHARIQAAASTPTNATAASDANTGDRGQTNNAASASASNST
#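 Test system: GST-fused GSK3beta enzyme, cell-free | Quantity: 1.6 ng GST-GSK3beta enzyme per well | Reagent: 25 µM ATP with peptide substrate | Schedule: 60 min enzyme reaction, room temperature | Signal: Luminescent ADP-Glo measurement of ADP formed | Read-out basis: Score relative to plate controls | Control set: DMSO and 20 µM GW8510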
# HSF-1 act: increases HSF-1 driven luciferase reporter signal; NIH3T3-HGL HSF-1 luciferase reporter, MG132, 8 h; 100% = twice DMSO control signal; activation, % at 9 µM; hit rate 1.7% among 300,000; AID 504408;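 active = mean replicate activation of at least 50% with a set share of replicates each reaching 50%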;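 note: 0% = median of the neutral control wells and 100% = twice that signal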
# * = called active by the depositor; i = inactive; nt = not tested or not shown. A portion of the library. The share of hits here may be higher or lower than overall.
SMILES,GSK3 alpha inh,aSyn UTR inh,IEC-6 tox,PolyA inh,HSP90 refold inh,AI-2 QS modul,KLF5 inh,HSF1 inhib,GSK3B inh,HSF-1 act
CCOC(=O)N1CCN(C(=O)/C=C/c2ccc(C(C)(C)C)cc2)CC1,-2,24,10,i,9,-4,-24,1,2,-6
CC1CCN(C(=O)C2CCN(S(=O)(=O)c3ccc4c(c3)CC(C)N4C(=O)C3CC3)CC2)CC1 (stereo unspecified),-1,40,8,i,-1,12,6,1,2,17
CCOP(=O)(OCC)c1nc(/C=C/c2ccccc2)oc1NCc1ccccc1,-5,38,4,i,2,31,-26,2,-2,8
CCOCCCn1cnc2c(c1=O)c1nc3ccccc3nc1n2-c1ccccc1,-2,6,1,i,-4,10,3,3,0,3
CN(C)S(=O)(=O)c1ccc(Cl)c(NC(=O)COC(=O)CNC(=O)c2ccco2)c1,1,3,-4,i,-2,15,-12,-6,-2,-5
CCCCn1c(N)c(N(CCOC)C(=O)c2ccc(N(C)S(=O)(=O)c3ccc(C)cc3)cc2)c(=O)[nH]c1=O,4,-15,nt,i,nt,3,nt,2,-1,12
COC(=O)c1cc(N=Cc2c(O)c3ccccc3oc2=O)cc(C(=O)OC)c1,1,14,-6,i,-5,35,-14,-6,-1,2
Cc1c2c(nc3ccccc13)CC(C)(C)CC2=O,6,12,-3,i,5,6,-12,5,0,-15
CCOC(=O)c1cn2nc(-c3ccc(OCC)cc3)cc2nc1C1CCN(C(=O)OC(C)(C)C)CC1,2,-7,4,i,3,24,-19,-7,0,-3
O=C(CNC(=O)c1cccs1)N=Nc1c(O)[nH]c2ccc(Br)cc12,3,21,-2,i,-1,19,-15,0,-4,-4
COc1ccc(C(C(=O)NC2CCCCC2)N2CCC3(CC2)OCCO3)cc1 (stereo unspecified),-4,nt,-8,nt,0,nt,5,nt,nt,nt
COC(=O)C1=CN(CCOC23CC4CC(CC(C4)C2)C3)C=C(C(=O)OC)C1c1ccsc1,-1,7,-2,i,1,16,-26,1,-1,2

# In the list so far, these have sulfur.
SMILES,GSK3 alpha inh,aSyn UTR inh,IEC-6 tox,PolyA inh,HSP90 refold inh,AI-2 QS modul,KLF5 inh,HSF1 inhib,GSK3B inh,HSF-1 act
CC1CCN(C(=O)C2CCN(S(=O)(=O)c3ccc4c(c3)CC(C)N4C(=O)C3CC3)CC2)CC1 (stereo unspecified),-1,40,8,i,-1,12,6,1,2,17
CN(C)S(=O)(=O)c1ccc(Cl)c(NC(=O)COC(=O)CNC(=O)c2ccco2)c1,1,3,-4,i,-2,15,-12,-6,-2,-5
CCCCn1c(N)c(N(CCOC)C(=O)c2ccc(N(C)S(=O)(=O)c3ccc(C)cc3)cc2)c(=O)[nH]c1=O,4,-15,nt,i,nt,3,nt,2,-1,12
O=C(CNC(=O)c1cccs1)N=Nc1c(O)[nH]c2ccc(Br)cc12,3,21,-2,i,-1,19,-15,0,-4,-4
COC(=O)C1=CN(CCOC23CC4CC(CC(C4)C2)C3)C=C(C(=O)OC)C1c1ccsc1,-1,7,-2,i,1,16,-26,1,-1,2

# 2 entries from above in a different format:
SMILES	GSK3 alpha inh	aSyn UTR inh	IEC-6 tox	PolyA inh	HSP90 refold inh	AI-2 QS modul	KLF5 inh	HSF1 inhib	GSK3B inh	HSF-1 act
CCOC(=O)N1CCN(C(=O)/C=C/c2ccc(C(C)(C)C)cc2)CC1	-2	24	10	i	9	-4	-24	1	2	-6
CC1CCN(C(=O)C2CCN(S(=O)(=O)c3ccc4c(c3)CC(C)N4C(=O)C3CC3)CC2)CC1 (stereo unspecified)	-1	40	8	i	-1	12	6	1	2	17

# Further entries.
SMILES,GSK3 alpha inh,aSyn UTR inh,IEC-6 tox,PolyA inh,HSP90 refold inh,AI-2 QS modul,KLF5 inh,HSF1 inhib,GSK3B inh,HSF-1 act
COc1cccc(NC(=O)C2CCCN2S(=O)(=O)c2ccc3c(c2)n(C)c(=O)c(=O)n3C)c1 (stereo unspecified),0,11,-2,i,-4,11,-8,3,-3,1
CN(Cc1ccccc1)C(=O)C(=O)c1cn(CC(=O)N2CCCC2)c2ccccc12,-1,-20,4,i,-4,21,-45,10,3,14
O=C(COC(=O)/C=C/c1cccc(F)c1)Nc1ccccc1,0,-2,-6,i,1,17,-15,4,2,4
CC(C)N1C(=O)c2ccccc2C1C(=O)NC1CCCCCC1 (stereo unspecified),8,6,6,i,-5,8,-9,-12,1,-12
O=C(c1c(F)cccc1F)N1CCN(c2cccc(C(F)(F)F)c2)CC1,0,30,8,i,8,6,-27,-11,3,2
CCCc1nnc(NC(=O)CCC(=O)Nc2ccc(Cl)cc2)s1,0,18,-3,i,-4,15,-15,0,-1,24
O=C(NCc1ccccn1)C1CCN(S(=O)(=O)c2cnc[nH]2)CC1,-3,-2,-3,i,5,18,13,3,2,-17
Cc1cccc(NC(=O)NCCN2C(=O)C3C4C=CC(C4)C3C2=O)c1 (stereo unspecified),nt,-28,-3,i,-1,-6,-10,0,1,3
Cc1nc2ccc(NC(=S)NC3CC3)cc2nc1C,3,-7,-2,i,-1,21,-27,-2,1,-5
COc1cccc(/C=C/C(=O)OCC(=O)NCCC2=CCCCC2)c1,-3,-11,5,i,3,13,-10,-1,0,6
CCCc1nnc(NC(=O)c2cccs2)s1,0,-80,-4,i,-6,23,-91,10,-1,7
Cc1ccc(C)c(N2CCN(CCCNC(=O)CCC(=O)N3CCOc4ccc(Cl)cc43)CC2)c1,2,5,12,i,0,17,-9,1,0,3

# Copied from the list.
# COc1cccc(NC(=O)C2CCCN2S(=O)(=O)c2ccc3c(c2)n(C)c(=O)c(=O)n3C)c1 (stereo unspecified) – HSF1 inhib = 3
# O=C(c1c(F)cccc1F)N1CCN(c2cccc(C(F)(F)F)c2)CC1 – AI-2 QS modul = 6
# Cc1nc2ccc(NC(=S)NC3CC3)cc2nc1C – GSK3 alpha inh = 3
